PP5 primary: inhibitors of human protein phosphatase 5 (PP5) | P53041 | purified PP5c, OMFP substrate fluorescence | inhibition, % at 6.7 µM | 320,000 compounds, 0.18% hits | AID 1987;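 active means inhibition above the campaign's mean inhibition across all tested compounds plus 3 SD, cut at about 9.5% in these data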;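 further: 0% = DMSO only and 100% = 100 µM cantharidin control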
Target sequence (P53041 whole entry, looked up): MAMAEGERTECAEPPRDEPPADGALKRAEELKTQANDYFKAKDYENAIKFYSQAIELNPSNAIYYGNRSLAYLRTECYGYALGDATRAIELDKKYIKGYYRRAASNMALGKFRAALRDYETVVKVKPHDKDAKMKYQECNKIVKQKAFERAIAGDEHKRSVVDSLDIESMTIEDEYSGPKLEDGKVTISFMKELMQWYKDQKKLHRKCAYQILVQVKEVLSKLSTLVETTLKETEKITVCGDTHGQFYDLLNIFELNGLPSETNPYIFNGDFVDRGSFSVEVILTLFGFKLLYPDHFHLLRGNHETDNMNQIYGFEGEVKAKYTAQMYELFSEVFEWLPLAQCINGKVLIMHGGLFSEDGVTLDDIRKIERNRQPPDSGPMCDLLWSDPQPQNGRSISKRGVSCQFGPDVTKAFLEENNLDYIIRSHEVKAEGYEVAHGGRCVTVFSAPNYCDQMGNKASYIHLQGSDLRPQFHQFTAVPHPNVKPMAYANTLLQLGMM
GASC-1 inh: human JMJD2C demethylase inhibition | Q9H3R0 | GST-JMJD2C(1-420) H3K9me3 demethylation, DELFIA europium | inhibition, % at 2.35 µM | 330,000 compounds, 0.069% hits | AID 2099;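 active means more than half of a compound's replicate wells show inhibition beyond 50%, single wells judged on their own value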;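 further: signal counts dimethyl H3K9 product captured on neutravidin plate; 0% = median of DMSO wells and 100% = 0.3 times that DMSO median; strong numbers were not always called active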
Efflux pump inh: inhibitors of Candida antifungal efflux pumps expressed in yeast. S. cerevisiae Candida pump triplex, Nile Red efflux. inhibition, % at 10 µM. 330,000 compounds, 0.44% hits. AID 485275;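 active means plate passing quality check with inhibition over a set limit, or well fluorescence over plate mean plus 4 SD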;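 further: Nile Red retained in pooled yeast measured as flow cytometry median fluorescence; 0% = buffer negative control and 100% = Enniatin B positive control; higher means more Nile Red kept so more efflux inhibition; some compounds called inactive have numbers as strong as hits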
HCV core dimer: HCV core protein dimerization inhibition | TR-FRET GST/Flag-core106 dimerization, 1536-well | inhibition, % at 5 µM | 300,000 compounds, 0.33% hits | AID 1899;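 active means inhibition above the mean of all tested compounds plus 3 SD, set per screening campaign, cut at about 45% in these data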
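Assay system: Tagged HCV core106 pair (GST and Flag) | Buffer or medium: KF-containing HEPES buffer, pH 7.45, DTT, CHAPS, BSA | Also added: Eu donor and XL665 acceptor anti-tag antibodies | Dosing: One concentration, 5 µM, in 0.5% DMSO | Timing: 4 h at 22.5 °C | Technique: TR-FRET 671 and 617 nm emission | Repeats: Singlicate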
Fh CTSL1 inh: cathepsin L1 inhibition, PFM18AAP counter-screen; 300,000 compounds, 0.49% hits; recombinant F. hepatica cathepsin L1, Z-Leu-Arg-MCA fluorescence; AID 1906; inhibition, % at 5.96 µM;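 active means inhibition above the mean of all tested compounds plus 3 SD, set per screening campaign, cut at about 17% in these data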;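 further: 0% = plate median of test compound wells and 100% = 1 µM Z-Phe-Ala-diazomethylketone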
PREPL inh: inhibits the human prolyl oligopeptidase-like enzyme | AID 2751 | Q4J6C6 | recombinant PREPL, fluorescence polarization activity-based probe | inhibition, % at 5.96 µM | 320,000 compounds, 0.68% hits; in the data active means inhibition above about 43%;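 further: 0% = enzyme with DMSO and 100% = wells lacking enzyme; many of its hits are not listed in these tables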
PP1 counter: blocks human PP1-alpha phosphatase, a PP5 counter-screen; P62136; purified PP1alpha, OMFP fluorescence; inhibition, % at 6.7 µM; 320,000 compounds, 0.9% hits; AID 2235;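 active means inhibition above the mean inhibition of all tested compounds plus 3 SD, computed separately for each screening campaign, cut at about 15% in these data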
TPT1 inh: blocks Candida albicans tRNA 2'-phosphotransferase. recombinant caTPT1, FP RNA substrate dephosphorylation. inhibition, % at 5 µM. 300,000 compounds, 0.81% hits;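 active means inhibition above the mean of all tested compounds plus 3 SD, set per screening campaign, cut at about 24% in these data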;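 further: plate controls were DMSO alone for no effect and ferristatin control at 100 nM for full effect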
LYPLA2 counter: counter-screen for PME1 inhibitors: inhibitors of human LYPLA2. inhibition, % at 5.9 µM. O95372. 320,000 compounds, 0.38% hits. recombinant LYPLA2, FP-Rh probe fluorescence polarization;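 active means inhibition above the screen-wide mean plus 3 SD, limit set per campaign, cut at about 26% in these data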;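 further: 0% = LYPLA2 with DMSO and 100% = wells lacking LYPLA2 enzyme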
Target sequence (O95372 whole entry, looked up): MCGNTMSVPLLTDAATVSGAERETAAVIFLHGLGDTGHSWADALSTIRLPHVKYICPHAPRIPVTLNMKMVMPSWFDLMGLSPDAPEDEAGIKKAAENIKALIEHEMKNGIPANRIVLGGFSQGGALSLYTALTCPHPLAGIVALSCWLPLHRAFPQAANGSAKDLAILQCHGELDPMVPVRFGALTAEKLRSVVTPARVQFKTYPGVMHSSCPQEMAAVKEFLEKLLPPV
The depositor's hits bear a star; . = not tested or not shown.

| smiles | PP5 primary | GASC-1 inh | Efflux pump inh | HCV core dimer | Fh CTSL1 inh | PREPL inh | PP1 counter | TPT1 inh | LYPLA2 counter |
| --- | --- | --- | --- | --- | --- | --- | --- | --- | --- |
| Cc1cccn2c(=O)c3cc(C(=O)N4CCOCC4)n(C)c3nc12 | -1.5 | -8.8 | 0.0 | -9.1 | 7.7 | 5.0 | -2.2 | -1.5 | 5.8 |
| COc1cc2c(cc1OC)C(C)N(C(=S)Nc1ccccc1)CC2 (configuration not stated) | -0.2 | -1.0 | -0.2 | -1.3 | -4.3 | -10.1 | -2.2 | -0.8 | 1.5 |
| CN(Cc1ccc(F)cc1)C(=O)c1cc(COc2ccc(F)cc2F)on1 | 1.9 | -30.3 | 0.0 | 1.4 | -1.5 | -15.5 | 2.1 | 1.2 | 1.2 |
| CCOC(=O)c1cnc2nc(NCc3ccc(OC)c(OC)c3)[nH]n2c1=O | -9.1 | -0.8 | -0.2 | 1.4 | 20.0* | 13.5 | -2.5 | 0.1 | 5.5 |
| CCCCOc1ccc(C(=O)N2CCN(c3ccc(N4CCOCC4)nn3)CC2)cc1 | -0.2 | 8.7 | -0.2 | -5.1 | 0.7 | 25.2 | 1.6 | -3.8 | 3.2 |
| Cc1cc(C(=O)Nc2ccccc2Cl)n(-c2ccccc2)n1 | -1.9 | -10.3 | -0.1 | 7.5 | 1.1 | 6.8 | -5.2 | -3.2 | 7.5 |
| CN(C)c1ccc(NS(=O)(=O)c2ccc(-c3csnn3)cc2)cc1 | 0.9 | -10.8 | 0.0 | -0.8 | -1.8 | 7.5 | -0.3 | -1.6 | -0.3 |
| COc1ccc(OC)c(/C=C/C(=O)c2ccc3c(c2)OCCO3)c1 | 3.0 | 6.0 | -0.1 | 0.0 | 4.2 | -2.9 | -4.3 | 2.5 | 0.5 |
| CCCCN(CCCC)CC(O)COc1ccccc1Br (configuration not stated) | 0.2 | -0.4 | -4.9 | 2.8 | 1.8 | -20.1 | 1.6 | -0.5 | -1.1 |
| CN(C)C(=O)c1ccc(=O)n(Cc2ccc(Cl)cc2Cl)c1 | 3.6 | 13.6 | -0.1 | 3.3 | 4.1 | 1.3 | -2.6 | 2.1 | -1.5 |
| COc1ccc(C(=O)Nc2ccc(C3CC3(Cl)Cl)cc2)cc1 (configuration not stated) | -9.2 | 0.1 | -0.1 | -9.6 | 3.4 | 1.4 | -2.1 | -8.1 | -3.9 |
| O=C(c1cccc(F)c1)N1CCCN(C(=O)c2cccc(F)c2)CC1 | -0.1 | -1.6 | 0.0 | 3.4 | -1.2 | 8.3 | -0.3 | -1.1 | 7.1 |
| COc1ccccc1OCC(=O)Nc1cc(Cl)ccc1Oc1ccccc1 | 1.9 | -3.0 | 0.2 | -0.7 | 0.3 | -2.0 | -1.1 | -2.6 | -6.6 |
| O=c1cc(-c2cccc3ccccc23)[nH][nH]1 | 1.2 | 2.2 | 0.0 | -0.1 | 0.6 | -3.9 | -0.1 | -2.0 | 2.9 |
| COc1ccc(C2C(C(N)=O)=C(C)Nc3nc(CCCO)nn32)cc1OC (configuration not stated) | -1.7 | -1.1 | -0.1 | -3.0 | -3.1 | 7.0 | 1.1 | -1.6 | 1.7 |
| Cc1ccc(OCC(=O)Nc2ccccc2-c2ccccc2NC(=O)COc2ccc(C)cc2)cc1 | 1.4 | 3.5 | -0.2 | -4.4 | 6.2 | -6.8 | -10.9 | -2.0 | 3.0 |
| CC1(C)CC(=O)C2=C(C1)OC1=C(C(=O)CC(C)(C)C1)C2c1cc([N+](=O)[O-])cc([N+](=O)[O-])c1O | 3.3 | -8.9 | 0.1 | 11.3 | 1.9 | -7.6 | 4.8 | -2.6 | -1.9 |
| O=C1C(c2ccnc3ccccc23)=C(O)c2ccccc21 | 2.2 | -0.5 | -0.1 | 20.8 | -0.6 | 4.1 | -1.8 | -5.0 | 6.2 |
| COc1ccc(OC)c2sc(NC(=O)c3ccc(Br)s3)nc12 | 1.4 | -1.2 | -0.1 | -10.0 | -1.1 | 6.4 | -1.4 | 0.9 | 2.6 |
| CCC1(c2ccccc2)NC(=O)N(CC(=O)N(C)Cc2c(F)cccc2Cl)C1=O (configuration not stated) | 1.2 | 1.0 | -0.2 | -8.7 | 3.8 | 5.1 | -1.9 | 2.5 | 4.8 |
| C[C@@H](C(=O)Nc1ccc2ccccc2c1)[C@@H]1C[C@@]1(C)[C@@H](NC(=O)c1cccnc1)c1ccccc1 | 2.2 | -4.2 | . | -4.8 | 3.3 | 31.1 | 2.1 | -2.1 | -8.0 |
| O=C1CCCC(O)=C1C(C#Cc1ccccc1)C1=C(O)CCCC1=O | -0.8 | 9.4 | 0.1 | -3.7 | -2.1 | 8.4 | 1.9 | 0.8 | 10.6 |
| O=C(NCC(c1ccco1)N1CCc2ccccc2C1)c1ccccc1Br (configuration not stated) | -2.1 | -21.7 | 0.3 | 1.0 | -0.8 | 0.7 | -2.4 | 1.9 | -2.3 |
| Cn1cc(S(=O)(=O)CC(=O)Nc2ccc(Br)cc2)c2ccccc21 | 2.2 | -2.4 | -0.1 | -5.4 | 0.3 | -43.2 | 2.1 | 1.3 | -2.4 |
| Cc1cc(NC(=O)COn2nnc3ccc(Cl)cc32)no1 | -1.4 | -5.1 | 0.2 | 0.6 | 3.1 | -5.6 | -1.3 | -6.5 | -10.4 |
| CCc1c(C)c2c(C)nn(-c3ccccc3)c2[nH]c1=O | 0.5 | -9.1 | -0.2 | -1.4 | -1.3 | 3.2 | 0.8 | -2.6 | 1.0 |
| COc1ccc(-n2nc(C(=O)O)nc2-c2ccccc2)cc1 | 1.6 | 3.7 | -0.1 | -10.2 | -1.5 | 26.4 | 12.3 | -1.5 | 2.8 |
| CC#C[C@@H](CC)c1ccc2ccn(C)c2c1 | 5.5 | 0.8 | -0.1 | . | . | 18.3 | 2.8 | . | 6.5 |

Some of the entries so far, with each value named.
COc1ccc(C(=O)Nc2ccc(C3CC3(Cl)Cl)cc2)cc1 (configuration not stated)
  PP5 primary: -9.2 | GASC-1 inh: 0.1 | Efflux pump inh: -0.1 | HCV core dimer: -9.6 | Fh CTSL1 inh: 3.4 | PREPL inh: 1.4 | PP1 counter: -2.1 | TPT1 inh: -8.1 | LYPLA2 counter: -3.9

O=C1CCCC(O)=C1C(C#Cc1ccccc1)C1=C(O)CCCC1=O
  PP5 primary: -0.8 | GASC-1 inh: 9.4 | Efflux pump inh: 0.1 | HCV core dimer: -3.7 | Fh CTSL1 inh: -2.1 | PREPL inh: 8.4 | PP1 counter: 1.9 | TPT1 inh: 0.8 | LYPLA2 counter: 10.6

CN(C)c1ccc(NS(=O)(=O)c2ccc(-c3csnn3)cc2)cc1
  PP5 primary: 0.9 | GASC-1 inh: -10.8 | Efflux pump inh: 0.0 | HCV core dimer: -0.8 | Fh CTSL1 inh: -1.8 | PREPL inh: 7.5 | PP1 counter: -0.3 | TPT1 inh: -1.6 | LYPLA2 counter: -0.3

COc1ccc(C2C(C(N)=O)=C(C)Nc3nc(CCCO)nn32)cc1OC (configuration not stated)
  PP5 primary: -1.7 | GASC-1 inh: -1.1 | Efflux pump inh: -0.1 | HCV core dimer: -3.0 | Fh CTSL1 inh: -3.1 | PREPL inh: 7.0 | PP1 counter: 1.1 | TPT1 inh: -1.6 | LYPLA2 counter: 1.7

These rows are one share of the data; the hit share may differ from the screen's.
